Compound activity deposited in PubChem by National Center for Advancing Translational Sciences (NCATS).
PKM2 act: PKM2 (human) enzyme activation. P14618. purified PKM2, Kinase-Glo ATP luminescence, activation; response scale: 0% is enzyme alone, no compound. Potency, µM (titrated, usually from 57.5 µM), without a hit: at the highest dose activation, actives largely listed as activators. 0.34% of 260,000 active. AID 1631; note: potency is the fitted concentration of half-maximal effect; % is set by controls: 0 for no effect and ±100 for the full control effect; nearly all actives have a fitted effect of over 55% in size
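ATP formation by purified human PK-M2, quantified via coupled luciferase luminescence after 1 h at room temperature with 0.1 mM ADP and 0.5 mM PEP final.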
Chronic BCR inh: chronic active BCR signaling inhibition. ABC-DLBCL IkBa-CBG/CBR reporter, luminescence ratio, 4 h. Potency, µM (top dose mostly 46.1 µM), without a hit: at the top dose ratio change, negative = lower green/red ratio, hits mostly inhibitors. 0.05% of 340,000 active; active = well fitted inhibition curve with a large enough effect in the signal ratio, with a control signal flat, not every such curve was filed as active; inconclusive = small, poorly fitted or top-dose-only effect, or effect the other way, or a change in a side signal; the % refers to the signal ratio;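 note: potency is the fitted concentration of half-maximal effect; plate controls were basal doxycycline-induced cells for no effect and cells given 10 µM MG132 for full effect; MG132 reads +100%, hits lower the ratio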
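TMD8 ABC-DLBCL cells carrying doxycycline-inducible green luciferase fused to IkappaBalpha plus unfused red luciferase were exposed to compounds (up to 46 uM) for 4 hrs at 37C. Activity came from the overlap-corrected green/red luminescence ratio.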
USP2a block: USP2a (human) protease inhibition; O75604; USP2 core, Ub-CHOP2 coupled fluorogenic reporter, 485/531; Potency, µM (series often up to 38.3 µM), for the others: at the highest dose activity change, negative = inhibition, most hits filed as inhibitors; 0.01% of 330,000 active; AID 463254;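 note: potency is the fitted concentration of half-maximal effect; plate controls were DMSO wells for no effect and full inhibition by NEM control for full effect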
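Deubiquitinase activity read as fluorescence (485/531 nm) after Ub-CHOP2 cleavage activates the enterokinase reporter on its substrate; USP2 core 10nM, Ub-CHOP2 and substrate 25nM each, 30min compound preincubation then 60min RT; data normalized to NEM, curves fitted.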
Menin-MLL TR inh: menin-MLL binding inhibition, Texas Red mutant peptide. Menin + Texas Red MLL mutant peptide, fluorescence polarization. 0.23% of 270,000 active. Potency, µM (doses to about 61.6 µM), without a hit: at the highest dose FP activity change, negative = inhibition, hits mostly inhibitors; active = well fitted inhibition curve with a large enough effect in the polarisation, with a control signal flat, not every such curve was filed as active; inconclusive = small, poorly fitted or top-dose-only effect, or effect the other way, or a change in a side signal; inactive = no such curve, though single readings can be large or run the other way; the % refers to the polarisation; note: potency is the fitted concentration of half-maximal effect; % of control where 0% means no effect; many of its hits are not listed in these tables
GALK inhibitor: galactokinase (human) inhibition | P51570 | Purified GALK, Kinase-Glo residual ATP luminescence | Potency, µM (titrated, usually from 57.5 µM), without a hit: at the highest dose activity change, negative = inhibition, most hits filed as inhibitors | 0.007% of 270,000 active | AID 1868; note: potency is the fitted concentration of half-maximal effect; % is set by controls: 0 for no effect and ±100 for the full control effect
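Galactose (100 uM) and ATP (35 uM) were turned over by 5 nM GALK for 1 h at RT. Kinase-Glo Plus then converted the remaining ATP into a luminescent signal.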
TSHR antagonist: antagonists of human thyroid stimulating hormone receptor; activity change, negative = inhibition, % at 11.5 µM; TSHR-expressing cells, TSH-stimulated cAMP HTRF, 2 h; stronger effect = lower value; 0.2% of 330,000 active;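 active = activity change below a set negative limit, meaning inhibition stronger than a set level, cut at about -70% in these data; inconclusive = activity change between two set negative limits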; note: % is set by controls: 0 for no effect and ±100 for the full control effect
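Inhibition of cAMP made by TSHR-expressing cells under TSH stimulation (4nM final, EC80; 2 h, 37 deg C) is quantified with a one-step lysis HTRF kit, anti-cAMP cryptate versus cAMP-d2.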
MBNL1 CUG block: blocks human MBNL1 binding to CUG repeat RNA. Potency, µM (series often up to 57.5 µM), inactives show at the highest dose activity change, negative = inhibition, usual class: inhibitors. TR-FRET MBNL1-His/biotin-(CUG)12 binding, 665/545 ratio. Q9NR56. AID 2675. 0.036% of 280,000 active; active = well fitted inhibition curve with a large enough effect in the signal ratio, with a control signal flat, not every such curve was filed as active; inconclusive = small, poorly fitted or top-dose-only effect, or effect the other way, or a change in a side signal; inactive = no such curve, though single readings can be large or run the other way; the % refers to the signal ratio; note: potency is the fitted concentration of half-maximal effect; % is set by controls: 0 for no effect and ±100 for the full control effect
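MBNL1-His + Biotin-(CUG)12, cpd titration 92 nM–58 uM; Tb anti-His Ab 0.055 ng/ul, SA-XL665 5 nM (final); 60 min RT; ratiometric 665/545 nm, Ex 340 nm; normalized to buffer and full-complex controls.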
ASM inhibitor: inhibitors of human secretory acid sphingomyelinase | P17405 | placental ASM, HMU-PC fluorogenic substrate, 60 min | Potency, µM (doses to about 57.5 µM), for the others: at the top dose activity change, negative = inhibition, actives largely listed as inhibitors | 0.006% of 340,000 active; note: potency is the fitted concentration of half-maximal effect
Target sequence (P17405 47-631 limits assumed): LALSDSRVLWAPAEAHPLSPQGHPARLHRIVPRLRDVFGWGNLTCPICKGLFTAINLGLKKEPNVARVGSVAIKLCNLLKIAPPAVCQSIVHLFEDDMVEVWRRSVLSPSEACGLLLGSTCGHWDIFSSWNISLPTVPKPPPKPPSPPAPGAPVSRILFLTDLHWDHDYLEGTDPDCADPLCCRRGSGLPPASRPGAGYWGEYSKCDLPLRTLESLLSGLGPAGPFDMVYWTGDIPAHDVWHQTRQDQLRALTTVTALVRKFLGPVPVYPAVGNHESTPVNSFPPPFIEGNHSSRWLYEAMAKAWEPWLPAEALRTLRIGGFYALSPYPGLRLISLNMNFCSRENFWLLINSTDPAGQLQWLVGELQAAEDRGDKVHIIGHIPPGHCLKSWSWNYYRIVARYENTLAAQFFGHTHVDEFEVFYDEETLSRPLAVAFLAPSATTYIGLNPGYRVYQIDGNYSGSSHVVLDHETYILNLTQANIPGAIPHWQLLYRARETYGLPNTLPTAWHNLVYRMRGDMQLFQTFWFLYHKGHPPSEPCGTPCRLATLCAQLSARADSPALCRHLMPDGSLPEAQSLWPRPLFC
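qHTS format. ASM enzyme prepared from human placenta hydrolyses the fluorogenic substrate HMU-PC0 (9 uM final) over 60 min at 37 °C after a 10 min compound preincubation.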
KCNH2 WT inh: blocks the wildtype human KCNH2 potassium channel | Q12809 | U2OS, BacMam KCNH2, thallium flux FluxOr; stronger effect = lower value | activity change, % at 1.84 µM | 0.37% of 340,000 active | AID 720551;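 active = maximum activity change below -70%; inconclusive = maximum activity change between -70% and -50%; inactive = maximum activity change above -50%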; note: % is set by controls: 0 for no effect and ±100 for the full control effect
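U2OS cells transduced with wild-type KCNH2 virus are loaded with FluxOr dye for 45 min, and thallium flux is measured in kinetic reads before and after stimulation buffer. Rate constants are normalized to DMSO controls.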
Eya2 phos inh: inhibitors of human Eya2 phosphatase activity; Potency, µM (doses to about 76.9 µM), inactives show at the highest dose activity, negative = inhibition, hits mostly inhibitors; recombinant Eya2, OMFP fluorescence dephosphorylation (OMFP is methylfluorescein phosphate); O00167; 0.006% of 330,000 active; AID 488837; note: potency is the fitted concentration of half-maximal effect; % is set by controls: 0 for no effect and ±100 for the full control effect
Target sequence (O00167 whole entry, looked up): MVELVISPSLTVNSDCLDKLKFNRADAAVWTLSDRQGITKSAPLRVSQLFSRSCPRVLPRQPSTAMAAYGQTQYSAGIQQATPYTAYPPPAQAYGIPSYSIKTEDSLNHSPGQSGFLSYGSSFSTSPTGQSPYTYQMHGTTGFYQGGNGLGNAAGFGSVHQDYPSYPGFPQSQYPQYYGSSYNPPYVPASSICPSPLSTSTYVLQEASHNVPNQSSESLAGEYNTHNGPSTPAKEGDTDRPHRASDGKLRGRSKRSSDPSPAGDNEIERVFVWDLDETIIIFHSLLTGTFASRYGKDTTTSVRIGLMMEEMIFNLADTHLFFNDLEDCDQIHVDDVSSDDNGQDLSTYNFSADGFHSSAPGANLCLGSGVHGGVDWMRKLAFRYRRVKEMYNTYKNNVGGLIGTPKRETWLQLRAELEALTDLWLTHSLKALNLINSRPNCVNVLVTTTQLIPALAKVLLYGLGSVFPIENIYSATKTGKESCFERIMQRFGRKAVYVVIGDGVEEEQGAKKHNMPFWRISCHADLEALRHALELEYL
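Eya2 (0.2 uM) preincubated 10 min at ambient with compound, then OMFP substrate added at 50 uM; 10 min reaction in 50 mM HEPES pH 7.5, 50 mM NaCl, 5 uM MgCl2, 0.05% BSA, 1 mM DTT. Fluorescence read at Ex 485/Em 525 nm.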
Mito fusion yeast: blocks mitochondrial division or promotes mitochondrial fusion | S. cerevisiae fusion-defective mutant growth rescue, CellTiterGlo 48 h | Potency, µM (highest dose often 46.1 µM), for the others: top-dose growth rescue (activation), usual class: activators | 0.23% of 320,000 active | AID 485298;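 note: potency is the fitted concentration of half-maximal effect; % of control where 0% means no effect; nearly all actives have a fitted effect of over 45% in size; temperature-sensitive fusion mutants such as fzo1-1 at 37 °C on non-fermentable ethanol glycerol medium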
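S. cerevisiae fusion-defective temperature-sensitive mutants (e.g. fzo1-1, mgm1-5) grown 48 h at 37C in YPEG (ethanol/glycerol non-fermentable) medium with 23 nl compound per well; growth rescue read as CellTiterGlo luminescence.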
* = called active by the depositor; ? = inconclusive; / = not tested or not shown; & = joins results of further samples; [ ] = another dose, or the depositor's remark. Unless noted, calls come from the whole dose curve; as a rule, active = well fitted curve in the direction sought with a large enough effect; inconclusive = small, poorly fitted or top-dose-only effect, or another doubt; inactive = no such curve, though single readings can be large; an effect the other way counts as inactive or inconclusive. Some of the compounds tested; rates above refer to the full screens.

SMILES	PKM2 act	Chronic BCR inh	USP2a block	Menin-MLL TR inh	GALK inhibitor	TSHR antagonist	MBNL1 CUG block	ASM inhibitor	KCNH2 WT inh	Eya2 phos inh	Mito fusion yeast
COC(=O)Cc1[nH]n(-c2ccccc2)c(=O)c1C=Nc1ccc(C)cc1	1%	?	2%	/	1%	8	8%	-2%	1	-1%	0%
Cn1c(SCc2ccccc2)nnc1-c1ccco1	13%	-6%	0%	0%	0%	-4	4%	-1%	9	-3%	-3%
CCOC(=O)Cc1nnc2c(Nc3ccc(Cl)cc3)nc3nonc3n12	0%	?	-2%	?	1%	?	?	-9%	-3	-36%	30%
CC(C#Cc1ccc2c(c1)COc1c3ccccc3nn1-2)OC(C)(C)C (stereo not drawn)	/	6%	1%	/	/	-9	/	2%	21	5%	-17%
O=C(NCC(=O)N(Cc1ccccc1)C(C(=O)NCC1CCCO1)c1ccccc1)c1cccs1 (stereo not drawn)	-19%	1%	2%	17%	1%	-2	-11%	-1%	-7	-16%	3%
CC(C)(CNC(=O)c1sc2cc(Cl)ccc2c1Cl)N1CCOCC1	/	19%	0%	/	/	1	/	-2%	2	0%	13%
O=C(Nc1cccc(Cl)c1Cl)c1snnc1-c1ccccc1	4%	14%	0%	?	-2%	13	10%	-12%	-1	-8%	-6%
COc1ccc(S(=O)(=O)N2CCC(NC(=O)OCc3c(Cl)cccc3Cl)CC2)cc1	?	-1%	0%	-4%	-3%	-1	-5%	0%	5	-25%	23%
COc1ccc(NC(=O)C(c2ccc(C)cc2)N(C)C(=O)CC2NC(=O)NC2=O)cc1 (stereo not drawn)	-9%	-1%	-1%	-6%	1%	13	/	0%	-9	-7%	-3%
Cc1cc(C)cc(N(CC(=O)Nc2ccccc2-c2ccccc2)S(=O)(=O)c2ccccc2)c1	-4%	-8%	1%	21%	-2%	-36	?	6%	10	10%	-3%
O=C(O)c1cc(-c2ccc(Cl)c(Cl)c2)n(-c2ccccc2)n1	/	7%	4%	-4%	3%	-13	-2%	5%	4	-10%	4%
O=C(NCc1ccncc1)c1c(F)c(F)c(F)c(F)c1F	-5%	5%	-1%	-19%	0%	-4	2%	7%	5	14%	1%
O=C(NCc1ccco1)C1CCN(S(=O)(=O)c2ccc(-n3cnnn3)cc2)CC1	11%	-3%	5%	1%	6%	-5	0%	0%	-26	6%	-1%
Cc1cc(C)cc(C(=O)NCC(=O)N2CCC(C(N)=O)CC2)c1	/	6%	1%	/	/	8	/	-2%	3	0%	/
CC(C)(C)c1ccc(C(=O)C2CCCN(C(=O)c3ccccn3)C2)cc1 (stereo not drawn)	-5%	?	2%	-27%	/	-9	5%	3%	0	-25%	14%
CCn1c(=O)n(CCc2ccccc2)c(=O)c2c3c(sc21)CCCC3	2%	3%	2%	-5%	0%	-9	14%	-10%	13	-3%	15%
Cc1nnc(Oc2ccc([N+](=O)[O-])cc2)c2ccccc12	/	?	-1%	?	/	5	?	-3%	-4	7%	-5%
O=C(NN1CCOCC1)c1cc(-c2ccc(Cl)c(Cl)c2)nc2ccccc12	-2%	-3%	6%	-13%	-1%	14	-9%	-4%	0	11%	6%
Nc1ccccc1C(=O)Nc1ccc(Cl)cc1Cl	-4%	-4%	1%	-6%	3%	-4	-7%	220%[activator]	-4	-11%	2%
Cc1nc2ccc(NC(=O)NCc3ccco3)cc2s1	-3%	4%	-1%	-19%	-4%	-7	?	9%	38	12%	-4%
O=C(Nc1cccc(O)c1)c1ccc(NC(=O)C2CCCO2)cc1 (stereo not drawn)	/	11%	2%	-7%	1%	-2	-9%	2%	3	5%	0%
CC(C)CCOP(=O)(c1ccc(N(C)C)cc1)C(O)c1ccc(N(C)C)cc1 (stereo not drawn)	/	0%	-7%	?	6%	-7	-6%	-3%	-11	2%	0%
COc1ccc(C(=O)C[n+]2cccc(C)c2)cc1	-2%	0%	-4%	11%	1%	9	-14%	0%	-2	3%	0%
O=C(NCC(c1cccnc1)N1CCOCC1)c1cccc(Cl)c1 (stereo not drawn)	0%	4%	0%	-15%	1%	14	10%	-2%	7	8%	1%
COc1ccc(CN2C(=O)c3oc4ccccc4c(=O)c3C2c2ccc(O)c(OC)c2)cc1 (stereo not drawn)	-1%	-11%&-7%	2%	/	-3%	-3	-8%	-3%	3	-2%	5%&5%
CCOC(=O)c1c(CSc2ccsc2)n(C)c2cc(Br)c(O)c(CN(C)C)c12	5%	?	0%	/	-3%	-1	-1%	-7%	4	11%	9%
Fc1ccccc1Oc1nc(-c2ccncc2)nc2ccccc12	28%	8%	-5%	/	/	41	-4%	-6%	4	0%	1%
Cc1ccc(S(=O)(=O)NCCC(=O)NCC(c2cccs2)N2CCOCC2)cc1 (stereo not drawn)	/	10%	-1%	/	/	-3	/	7%	-4	-10%	1%
O=C(NCc1n[nH]c(=S)n1-c1ccc(F)cc1)c1ccc(S(=O)(=O)N2CCOCC2)cc1	-8%	3%	1%	1%	0%	4	4%	4%	/	-3%	4%
Cc1ccc(C(=O)CSc2n[nH]c(C)n2)cc1	-5%	0%	-1%	-7%	4%	8	-17%	0%	-3	-7%	-5%
Cn1c(=O)n(CC(=O)NCC2CCCO2)c(=O)c2c3c(sc21)CCCC3 (stereo not drawn)	/	-1%	5%	/	-2%	10	-6%	5%	1	-9%	1%
O=C(N/N=C/c1c(-c2ccccc2)[nH]c2ccccc12)c1cccnc1	0%	?	3%	?	11%	-18	8%	-1%	-2	7%	-2%
COc1cccc(C(=O)Oc2ccc3ccc(O)cc3c2)c1	0%	6%	3%	?	-2%	-2	-1%	-10%	-10	6%	4%
CC(C)NS(=O)(=O)c1ccc(CCC(=O)NCc2ccccn2)cc1	1%	4%	4%	0%	-2%	10	-2%	5%	0	-28%	1%
O=C(NCCN1CCCC1)c1ccc(Cl)cc1	0%	6%	-1%	2%	-1%	-3	-1%	2%	/	0%	-8%
CN(C)CCNC(=O)c1cc2c(=O)n(C)c3ccccc3c2n1C	-1%	15%	2%	6%	4%	-1	-19%	-2%	-11	17%	3%
O=C(NN=C1CCCC1)c1[nH]c2ccc(Br)cc2c1-c1ccccc1	-5%	?	-1%	/	3%	-6	/	-20%	1	?	15%
CCOC(CCNC(=O)c1cn(C)c(=O)c2c1c1ccccc1n2C)OCC	/	0%	4%	-10%	-3%	2	-2%	8%	1	-7%	3%
Cc1cc(/C=C2\NC(=O)N(Cc3ccc(Cl)cc3)C2=O)c(C)n1C	12%	7%	4%	16%	1%	-2	/	28%	-4	4%	-3%

Ordered by molecular weight (high to low): 4 of the compounds above.
SMILES	PKM2 act	Chronic BCR inh	USP2a block	Menin-MLL TR inh	GALK inhibitor	TSHR antagonist	MBNL1 CUG block	ASM inhibitor	KCNH2 WT inh	Eya2 phos inh	Mito fusion yeast
COc1ccc(CN2C(=O)c3oc4ccccc4c(=O)c3C2c2ccc(O)c(OC)c2)cc1 (stereo not drawn)	-1%	-11%&-7%	2%	/	-3%	-3	-8%	-3%	3	-2%	5%&5%
Cc1ccc(S(=O)(=O)NCCC(=O)NCC(c2cccs2)N2CCOCC2)cc1 (stereo not drawn)	/	10%	-1%	/	/	-3	/	7%	-4	-10%	1%
O=C(NCC(c1cccnc1)N1CCOCC1)c1cccc(Cl)c1 (stereo not drawn)	0%	4%	0%	-15%	1%	14	10%	-2%	7	8%	1%
O=C(NCCN1CCCC1)c1ccc(Cl)cc1	0%	6%	-1%	2%	-1%	-3	-1%	2%	/	0%	-8%

Looked up above:
CCOC(=O)c1c(CSc2ccsc2)n(C)c2cc(Br)c(O)c(CN(C)C)c12 – KCNH2 WT inh: 4
O=C(NN=C1CCCC1)c1[nH]c2ccc(Br)cc2c1-c1ccccc1 – USP2a block: -1%
